TLR4 MyD88 comp: TLR4-MyD88 interaction inhibition in cells. 200,000 compounds, 0.18% hits. inhibition, % at 8.4 µM. AID 861. O00206+Q99836. HeLa CL3-4 TLR4/MyD88 BLA complementation, FRET ratio; in the data active means inhibition above about 25%;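 further: 0% = vehicle and 100% = reference inhibitor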
Target sequence (O00206 whole entry, looked up): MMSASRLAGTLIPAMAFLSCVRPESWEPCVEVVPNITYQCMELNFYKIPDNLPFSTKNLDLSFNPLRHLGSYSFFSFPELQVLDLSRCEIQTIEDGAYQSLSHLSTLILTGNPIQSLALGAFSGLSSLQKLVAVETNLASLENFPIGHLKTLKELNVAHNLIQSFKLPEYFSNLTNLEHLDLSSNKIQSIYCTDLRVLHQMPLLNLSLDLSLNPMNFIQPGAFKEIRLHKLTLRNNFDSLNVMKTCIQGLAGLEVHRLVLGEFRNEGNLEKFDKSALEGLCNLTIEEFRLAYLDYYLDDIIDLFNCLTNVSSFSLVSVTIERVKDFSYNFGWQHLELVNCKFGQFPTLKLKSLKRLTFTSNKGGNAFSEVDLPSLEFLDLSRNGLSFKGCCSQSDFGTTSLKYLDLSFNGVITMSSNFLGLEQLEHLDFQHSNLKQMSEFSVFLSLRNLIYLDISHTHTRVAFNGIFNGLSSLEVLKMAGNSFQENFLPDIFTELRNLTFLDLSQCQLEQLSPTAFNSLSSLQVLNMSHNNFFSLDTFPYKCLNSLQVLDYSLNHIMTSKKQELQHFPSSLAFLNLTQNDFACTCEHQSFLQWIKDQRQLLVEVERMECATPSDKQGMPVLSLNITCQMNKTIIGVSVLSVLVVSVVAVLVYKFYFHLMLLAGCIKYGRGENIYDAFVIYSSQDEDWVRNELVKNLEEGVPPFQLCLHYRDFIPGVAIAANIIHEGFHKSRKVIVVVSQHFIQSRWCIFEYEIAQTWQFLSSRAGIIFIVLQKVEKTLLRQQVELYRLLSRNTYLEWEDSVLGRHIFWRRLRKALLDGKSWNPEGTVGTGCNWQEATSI
Target sequence (Q99836 whole entry, looked up): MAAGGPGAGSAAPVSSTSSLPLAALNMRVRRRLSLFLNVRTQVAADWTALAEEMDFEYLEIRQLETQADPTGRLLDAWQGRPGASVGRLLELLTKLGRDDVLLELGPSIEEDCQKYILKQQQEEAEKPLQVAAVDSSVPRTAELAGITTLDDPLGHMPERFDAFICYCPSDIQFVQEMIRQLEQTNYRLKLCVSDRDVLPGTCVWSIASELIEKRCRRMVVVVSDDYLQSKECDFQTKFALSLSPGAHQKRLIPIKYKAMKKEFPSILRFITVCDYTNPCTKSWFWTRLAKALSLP
STAT3 blocker: STAT3 signaling inhibition; U3A cells, IL-6 STAT3-luciferase reporter, luminescence; host cell line lacks STAT1; inhibition, % at 5.5 µM; 190,000 compounds, 0.89% hits;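 active means inhibition above the mean inhibition across all screened compounds plus 3 SD, cut at about 44% in these data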;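 further: 0% = DMSO only wells and 100% = 100 µM nifuroxazide control wells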
STAT1 activator: activators of IFN-gamma induced STAT1 signaling. NIH 3T3 STAT1-luciferase reporter, luminescence; 100% = IFN-gamma alone, no compound. activation (% of control), % at 5.5 µM. 200,000 compounds, 2.6% hits. AID 932;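 active means activation above the screen-wide mean activation plus 3 SD, cut at about 130% in these data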;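 further: raw ratio to IFN-gamma control signal so 100% means no change and 0% no light; values of inactives mirror those of a sister screen read the other way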
DTT redox prof: compounds producing H2O2 with reducing agent – biochemical, NIH compound library profiling, artefact control for MLSCN library redox annotation, primary screen. activation, % at 10 µM. AID 878. DTT-dependent redox cycling H2O2, phenol red/HRP absorbance; 100% = 100 µM peroxide control, 0% = buffer. 200,000 compounds, 0.03% hits;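 active means activation of at least 50% relative to the plate's high and low controls in the primary single-dose screen; inactive means activation below 50%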;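 further: compound incubated with DTT at 0.8 mM final as the reducing agent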
STAT3 activator: STAT3 signaling activation | U3A cells, IL-6 STAT3-luciferase reporter, luminescence; 100% = signal with IL-6 EC80 alone | activation (% of control), % at 5.6 µM | 190,000 compounds, 0.91% hits;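 active means activation above the screen-wide mean of compound activation plus 3 SD, cut at about 130% in these data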;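 further: 0% = background luminescence of wells with medium and substrate only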
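system = STAT3-luciferase reporter U3A cells | reagent = IL-6 stimulus at 33 ng/mL final | timing = 1 h compound pre-exposure, 6 h IL-6 stimulation, 37 °C | measured by = luminescence | evaluation = % activation versus median of IL-6-stimulated wells | control set = IL-6-only wells as 100% reference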
APP 5'UTR act: activates APP 5'UTR luciferase reporter; SH-SY5Y APP 5'UTR luciferase reporter, luminescence; zero percent = DMSO vehicle wells; activation, % at 2 µM; 190,000 compounds, 1% hits; AID 1276;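 active means activation above a set limit, based on mean plus 3 SD of controls, cut at about 140% in these data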; further: values of inactives mirror those of a sister screen read the other way
STAT1 inh: reduces IFN-gamma driven STAT1 reporter signal; NIH 3T3 STAT1-luciferase reporter, luminescence; inhibition, % at 5.5 µM; 200,000 compounds, 0.35% hits;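 active means inhibition above a set limit, the mean inhibition across all tested compounds plus 3 SD, cut at about 34% in these data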;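 further: 0% = IFN-gamma with DMSO and 100% = IFN-gamma with 300 µM nifuroxazide; values of inactives mirror those of a sister screen read the other way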
NF-kB expr up: compounds increasing NF-kB expression in human neuronal cells; fold change at 12.5 µM; NF-kB reporter expression; hits give high values; 190,000 compounds, 1.6% hits; in the data active means fold change above about 3.3
HMGR II inh: E. faecalis class II HMG-CoA reductase inhibition. purified E. faecalis HMGR, NADPH absorbance 340 nm kinetic. inhibition, % at 10 µM. 190,000 compounds, 0.41% hits. AID 1066;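 active means inhibition above a set limit, the median over all tested compounds plus 3 SD, cut at about 9.5% in these data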;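 further: enzyme runs in reverse so mevalonate oxidation gives rising NADPH absorbance; 0% = complete reaction with DMSO and 100% = background rate lacking mevalonate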
Hsp70 activator: Hsp70 transcriptional activation, primary screen; 200,000 compounds, 0.04% hits; AID 1203; HeLa Hsp70 promoter luciferase reporter, luminescence; scaled: vehicle 0, proteasome-inhibitor control 100%; activation, % at 10 µM;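 active means activation above the mean across all tested compounds plus 3 SD, cutoff set per campaign, cut at about 5.5% in these data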;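 further: 100% = MG132 at 30 µM as the positive control and 0% = DMSO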
The depositor's hits bear a star; . = not tested or not shown.

SMILES	TLR4 MyD88 comp	STAT3 blocker	STAT1 activator	DTT redox prof	STAT3 activator	APP 5'UTR act	STAT1 inh	NF-kB expr up	HMGR II inh	Hsp70 activator
Cc1ccc(-n2[nH]c(C)c(/C=N/NC(=O)c3cccc([N+](=O)[O-])c3)c2=O)cc1C	-10	2	101	0.2	101	33	-1	1.6	-6	-0.2
CCOc1cc(/C=N/O)cc(Cl)c1OC	-6	6	96	2.3	99	-4	4	1.1	1	0.1
Cc1ccc(Cl)cc1NC(=O)COC(=O)CC1CC2CCC1C2 (stereo not drawn)	7	-5	105	0.1	102	1	-6	1.1	0	-0.1
O=C(NC1=C(Nc2ccc(Cl)cc2)C(=O)c2ccccc2C1=O)c1ccccc1	-14	-19	93	-0.5	116	7	8	1	-6	-0.3
CCn1ncc(C2=NOC(C(=O)Nc3ccccc3C(=O)OC)C2)c1C (stereo not drawn)	-10	10	99	-0.6	95	-10	-1	0.78	-1	-0.4
CCN(CC)S(=O)(=O)c1ccc(N2CCCCC2)c(NC(=O)/C=C/c2ccc(OC)c(OC)c2)c1	-3	-4	99	1.6	103	30	1	0.8	4	-0.4
COc1cc(/C=N/n2c(=S)[nH]nc(C)c2=O)cc([N+](=O)[O-])c1O	16	2	95	-0.9	102	-11	5	1.1	2	0.0
O=C(CN1C(=O)C(=O)N(C2CCCC2)C1=O)Nc1ccc(N2CCOCC2)cc1	6	1	101	-0.1	102	0	-2	1.3	-2	-0.3
CN(CC(=O)Nc1ccc(S(=O)(=O)N2CCCC2)cc1)Cc1ccc(Cl)cc1	3	0	101	0.1	104	14	-1	1	-1	-0.3
COc1ccc(CCNC(=O)c2csc3c2CCCC3)cc1	6	8	99	0.3	97	7	1	1.3	-4	-0.1
C/C(=N/NS(=O)(=O)c1ccc(C)cc1)c1ccc(NC(=O)C(F)(F)F)cc1	-6	-14	96	-0.2	112	-1	4	1.3	1	-0.4
CCCOc1ccc(C(=O)Nn2c(C)nc3ccccc3c2=O)cc1	0	-3	100	0.5	104	-6	0	1.5	0	-0.3
Cc1ccc(S(=O)(=O)NC(=O)c2ccc(-c3ccc(C)c4ccccc34)o2)cc1	-1	1	102	0.1	96	-3	-2	0.99	-2	-0.3
COc1ccccc1NC(=O)Cc1coc2cc(C)ccc12	-2	-2	97	0.2	102	8	3	1.2	-3	-0.3
COc1ccccc1CNC(=O)C1CCN(C(=O)N(C)C)CC1	-1	2	91	0.0	105	7	10	1.1	-1	-0.2
Cc1cccc2cc(CN(Cc3ccc(F)cc3)Cc3nnnn3C3CCCC3)c(=O)[nH]c12	1	-5	96	-1.2	105	-11	5	1	-4	-0.1
Cc1ccc(Cl)cc1N1CCN(C(=O)CN(C2CCCCC2)S(C)(=O)=O)CC1	-9	20	93	0.6	85	21	16	0.86	-7	-0.3
COc1ccc(OCC(=O)N/N=C/c2ccc(O[C@@H]3O[C@H](CO)[C@@H](O)[C@H](O)[C@H]3O)cc2)cc1	-17	-6	90	13	114	6	11	1.2	-6	-0.2
CCOC(=O)c1cc(-c2ccncc2)nc2c1c(C)nn2C	-8	7	106	0.4	98	0	-7	1.4	-1	-0.1
O=C(O)C(Cc1ccccc1)N1C(=O)/C(=C/c2cccs2)SC1=S (stereo not drawn)	-5	8	102	-1.1	97	-8	-4	1.1	-2	-0.3
COC(=O)C1=C(C)Nc2ncnn2C1c1ccc(OC(=O)c2ccccc2)cc1 (stereo not drawn)	0	1	108	-0.8	102	12	-8	1.1	2	-0.2
O=C(CSc1nnc(-c2ccco2)o1)NC1CCCCCC1	8	4	97	1.1	100	-3	3	1.1	-4	-0.4
Cc1cccc(NC(=O)Cc2coc3ccc4ccccc4c23)n1	0	-3	94	0.4	105	19	6	0.88	-9	-0.2
COC(=O)c1ccc(N=NN2CCOCC2)cc1	-10	4	128	0.5	97	81	-31	3	-1	-0.3
CC(=O)c1c(C(C)=O)c(C)n(NC(=O)c2ccccc2O)c1C	-11	7	95	2.2	103	-5	6	1.2	1	-0.4
O=C(NC(Cc1ccccc1)C(=O)NCc1ccccn1)c1ccco1 (stereo not drawn)	-21	-2	100	-3.2	104	21	0	0.96	4	-0.1
Cc1ccc(NC(=O)c2cc([N+](=O)[O-])ccc2Cl)c(O)c1	-14	-31	100	-0.5	138*	0	0	1.4	1	0.2
Cc1ccc(CNC(=O)CCS(=O)(=O)c2ccc(Br)s2)cc1	4	9	105	0.0	98	0	-6	1.1	-7	-0.4
COc1ccccc1-c1nnc2sc(-c3ccc(N(C)C)cc3)nn12	-6	-35	102	1.6	132	-97	-2	3.1	0	-0.1
CCC(=O)Nc1sc(C(=O)Nc2ccccc2)c(C)c1C(=O)OC	-3	12	111	0.2	92	53	-11	1.1	13*	0.1
COc1ccc(NC(=O)COc2ccccc2)c(OC)c1	-9	9	115	2.4	96	23	-16	1.7	-4	0.4
Cn1c(=O)c2c(ncn2CC(=O)N/N=C/c2ccc(Br)s2)n(C)c1=O	1	0	104	0.2	102	-19	-4	1.1	-4	-0.2
COc1ccc(-c2cc(-c3ccc(Br)cc3)nc3ncnn23)cc1OC	10	20	96	0.0	89	3	4	0.87	-4	0.1
O=C(CSc1nc(C2CC2)nc2ccccc12)Nc1ccc2c(c1)OCCO2	15	2	101	-8.0	102	0	-1	1	.	-0.1
CC(C)(C)c1ccc(NC(=O)COC(=O)CCc2nc3ccccc3c(=O)[nH]2)cc1	-2	6	107	2.0	95	12	-8	1.2	-1	-0.3
Cc1ccc2[nH]c(=O)c(COC(=O)c3cccs3)cc2c1	-12	7	93	0.1	94	14	7	1.1	-2	0.6
Cn1nc(CC(=O)NCc2ccc(F)cc2)c2ccccc2c1=O	5	32	86	-1.4	78	4	15	0.88	-6	-0.5
Cc1ccc(C(=O)NCc2ccco2)cc1S(=O)(=O)Nc1cccc(Cl)c1	8	2	101	2.7	97	-6	-1	1.1	-3	-0.2
N#CC1=C2Nc3ccccc3N2C(=O)NC1(c1ccccc1)C(F)(F)F (stereo not drawn)	12	5	102	-1.4	101	10	-2	1.2	-2	-0.4
C/C(Cn1cnc([N+](=O)[O-])n1)=N\NC(=O)c1cccc(F)c1	-14	-2	125	3.7	105	7	-27	1.6	0	0.3
Cc1[nH]n(-c2cccc(Cl)c2)c(=O)c1C=NCc1ccco1	-6	29	128	0.3	77	145*	-32	6.7*	-2	0.3
Cc1cc(C)n(-c2ccc(C(=O)Nc3cccc(S(=O)(=O)N4CCCC4)c3)cc2)n1	-9	44*	78	-1.7	66	-1	23	0.74	5	-0.3
O=C(c1ccccc1NS(=O)(=O)c1cccc(C(F)(F)F)c1)N1CCc2ccccc21	1	10	99	-0.8	91	19	1	1.3	-7	-0.4
Cc1cc(=O)[nH]c(SCC(=O)OCc2ccccc2)c1C#N	-14	-2	100	-1.0	104	17	-2	1.1	-2	-0.1
N#C/C(=C/c1ccc(N2CCCCC2)o1)C(=O)Nc1ccc(Cl)cc1	11	26	155*	1.1	84	35	-65	1.5	.	0.4
O=C(C[n+]1cc(-c2ccccc2)n2c1CCC2)Nc1nc(-c2ccccc2)cs1	-2	4	102	-0.1	99	-7	-3	0.87	-4	-0.2
N#Cc1c(N)n(CCOC(=O)c2cccc(Br)c2)c2nc3ccccc3nc12	-6	-8	103	0.0	107	-4	-8	0.99	-1	0.0
O=C(CNCc1ccco1)Nc1ccc(Oc2ccccc2)cc1	-5	13	100	1.0	96	23	1	0.97	-1	0.1
CCCn1nc(C(=O)Nc2ccc(S(=O)(=O)Nc3nccs3)cc2)c2ccccc2c1=O	18	2	104	-1.1	103	2	-4	0.64	2	-0.2
Cc1ccc(CN2C(=O)C(C)(C)Oc3ccc(C(=O)N4CCCCC4)cc32)cc1	6	10	88	3.2	99	12	13	0.86	-2	-0.5
Cc1c([N+](=O)[O-])cc(S(=O)(=O)Nc2ccncc2)cc1[N+](=O)[O-]	-15	3	99	-0.1	102	1	0	1.2	-5	-0.3
O=C(NC(=S)NCCC1=CCCCC1)c1ccc(Br)o1	8	2	110	-0.1	103	21	-14	1.6	-3	-0.1
Cc1cc(-c2nc3ncccc3o2)ccc1NC(=S)NC(=O)c1ccco1	-19	21	106	-0.5	88	10	-9	1.2	1	-0.2
Cc1cccc(NC(=O)NCc2ccc3c(c2)cc(C)n3C)c1	5	8	102	-0.8	100	6	-2	1	-9	0.1
Cc1ccc(NC(=O)CC2C(=O)N(Cc3ccccc3)C(=S)N2NC(=O)c2cccc(F)c2)c(C)c1 (stereo not drawn)	3	-10	103	0.1	108	-7	-3	0.8	1	-0.5
O=C(CSc1nnc2c(Cl)cc(Cl)cn12)N1CCN(S(=O)(=O)c2ccccc2)CC1	-4	9	108	2.6	94	3	-9	0.86	-2	-0.2
O=C(Nc1ccc(NC(=O)c2ccco2)c(Cl)c1)c1ccccc1	11	20	125	-1.0	87	45	-29	1.2	2	0.2
Cc1ccc(/C(N)=N/OC(=O)c2ccc(Cl)cc2Cl)cc1	-21	-10	140*	0.3	106	154*	-45	1.6	3	-0.1
CC(C)C1=Nc2cccc3cccc(c23)N1	-7	-10	98	18	109	-2	3	0.68	1	-0.1
Cc1ccc(S(=O)(=O)NNc2ccccc2)c(C)c1	10	-1	101	-0.5	100	36	-1	1	-1	-0.3
Later entries:
SMILES	TLR4 MyD88 comp	STAT3 blocker	STAT1 activator	DTT redox prof	STAT3 activator	APP 5'UTR act	STAT1 inh	NF-kB expr up	HMGR II inh	Hsp70 activator
Cc1ccc(CCNC(=O)CCNS(=O)(=O)c2ccc3c(c2)c(=O)n(C)c(=O)n3C)cc1	-2	-7	104	1.2	110	12	-4	1.2	-3	0.0
CC(=O)Nc1ccc(C(=O)Cn2nnc3ccccc3c2=O)cc1	1	3	108	-2.4	104	9	-9	1.5	-1	0.3
Cc1ccc(NC(=O)Cc2noc3ccccc23)cc1	-10	0	125	-0.8	102	31	-27	2.5	2	0.2
Clc1cccc(NCc2nnc(SCc3ccccc3Cl)o2)c1	-10	-8	103	-0.1	107	-2	-4	1.4	0	-0.4
O=C(CSc1nnnn1-c1cccc2ccccc12)NC(C(=O)O)(c1ccccc1)c1ccccc1	-2	-6	96	-1.2	110	11	2	1.1	1	0.2
CCN1CCN(C(=O)C2CCN(Cc3nc(-c4cccc(Cl)c4)oc3C)CC2)CC1	-2	7	97	0.1	102	-7	3	0.94	-6	-0.3
CCN1C(=O)C2(C(C#N)=C(N)Oc3n[nH]c(COC)c32)c2ccccc21 (stereo not drawn)	-3	3	98	0.5	101	8	2	0.95	1	-0.2
COc1ccc2nc(Cl)c(C#N)cc2c1	15	-2	112	-1.1	107	-25	-13	1.2	-8	0.1

Record cards, as listed above. Order of values: TLR4 MyD88 comp, STAT3 blocker, STAT1 activator, DTT redox prof, STAT3 activator, APP 5'UTR act, STAT1 inh, NF-kB expr up, HMGR II inh, Hsp70 activator
`CCN(CC)S(=O)(=O)c1ccc(N2CCCCC2)c(NC(=O)/C=C/c2ccc(OC)c(OC)c2)c1` is listed with -3, -4, 99, 1.6, 103, 30, 1, 0.8, 4, -0.4
`O=C(NC(=S)NCCC1=CCCCC1)c1ccc(Br)o1` is listed with 8, 2, 110, -0.1, 103, 21, -14, 1.6, -3, -0.1
